From PubChem BioAssay
RXFP1 agonist – activates the human relaxin receptor RXFP1; Q9HBX9; Potency, µM (titrated, usually from 57.5 µM), for inactives: top-dose activation, most hits filed as activators; HEK293T-RXFP1 cAMP TR-FRET, 30 min; response scale: percent of porcine relaxin response, buffer zero; 370,000 tested, 0.3% active; AID 2676; also: potency is read from the fitted curve at half-maximal effect; % is scaled to controls: 0 for no effect and ±100 for the full control effect; nearly all actives have a fitted effect of over 60% in size; many of its hits are not listed in these tables
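HEK293T cells stably expressing RXFP1 were pretreated with the PDE4 inhibitor Ro 20174, exposed to compounds for 30 min at 37C, lysed, and cAMP was read by TR-FRET. Data normalized to buffer (basal) and 29 nM porcine relaxin (100%).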
PI4K2A block – PI4K2A (human) kinase inhibition | Q9BTU6 | purified PI4K2A, ADP-Glo luminescence, 1 h; hits give low values | 420,000 tested, 0.13% active | activity change, negative = inhibition, % at 76.9 µM; in the data active = activity change below about -50%; inconclusive = mostly about -30% to -49%;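 also: -100% = wells without enzyme as full effect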
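PI4K2A activity was measured by ADP-Glo luminescence: enzyme (4 ug/mL stock) and phosphatidylinositol (1.2 mM stock) in Tris pH 7.5/MgCl2/EGTA/Triton X-100 buffer were reacted with ATP (300 microM stock) for one hour at ambient temperature.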
Glioma ERSR ind – ER stress response induction in glioma | U87-MG GRP78 promoter luciferase reporter, 16 h | 420,000 tested, 0.02% active | AID 602332 | Potency, µM, without a hit: at the highest dose activation, hits mostly activators; also: potency is read from the fitted curve at half-maximal effect; series mostly up to about 76 µM; % of control where 0% means no effect; nearly all actives have a fitted effect of over 35% in size
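Stably transfected U87-MG glioma cells carrying a GRP78-based luciferase sensor; 16 h compound incubation. Luminescence end-point read 10 min after Bright-Glo addition at room temperature.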
LDHA inh – inhibitors of human lactate dehydrogenase A. P00338. purified LDHA, NADH/diaphorase-resazurin fluorescence; hits give low values. activity change, % (values are at about 110 or 230 µM). 480,000 tested, 0.15% active; in the data active = activity change below about -30%; inconclusive = mostly about -25% to -30%;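 also: plate controls were DMSO wells for no effect and wells without enzyme for full effect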
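Enzyme activity of human lactate dehydrogenase 5 (2 nM; 0.06 mM NADH, 0.2 mM pyruvate, 5 min, RT) is measured via a resazurin/diaphorase fluorescence readout of residual NADH.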
USP1 inh – USP1/UAF1 (human) deubiquitinase inhibition; Potency, µM (series often up to 57.1 µM), inactives show at the highest dose activity change, negative = inhibition, hits mostly inhibitors; 390,000 tested, 0.23% active; O94782; recombinant USP1/UAF1, Ub-Rhodamine cleavage fluorescence; also: potency is read from the fitted curve at half-maximal effect; % is scaled to controls: 0 for no effect and ±100 for the full control effect; nearly all actives have a fitted effect of over 60% in size; inactives centre near -12
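1 nM enzyme complex + cpd, 15 min RT; start with Ub-Rho 150nM final; kinetic fluorescence ex 480/em 540, 6 reads q60 s. Buffer 50mM HEPES pH 7.8, 0.5mM EDTA, 0.1 mg/ml BSA, 1mM TCEP, 0.01% Tween-20.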
Vif-APOBEC3F blk – inhibitors of Vif-A3F interaction. HeLa A3F-eYFP + Vif (tagged APOBEC3F with the HIV-1 protein that degrades it), YFP fluorescence increase. AID 602313. 390,000 tested, 0.2% active. Potency, µM (titrated, usually from 46.1 µM), inactives show at the top dose activity, negative = active; also: potency is read from the fitted curve at half-maximal effect; % of control where 0% means no effect; nearly all actives have a fitted effect of over 65% in size
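HeLa cells stably expressing Vif plus C-terminally eYFP-tagged A3F were seeded, incubated overnight at 37 deg C, dosed with compound, incubated overnight again at 37 deg C. Yellow fluorescence (Ex 488/Em 500-530) reported blocked Vif-mediated A3F-eYFP degradation.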
Vif-A3G inh – blocks the Vif interaction with human APOBEC3G | Q9HC16 | 410,000 tested, 0.076% active | Potency, µM (doses to about 46.1 µM), without a hit: at the highest dose activity, negative = active, usual class: inhibitors | HeLa A3G-eYFP + Vif (tagged APOBEC3G with the HIV-1 protein that degrades it), YFP fluorescence, overnight;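 also: potency is read from the fitted curve at half-maximal effect; % is scaled to controls: 0 for no effect and ±100 for the full control effect; nearly all actives have a fitted effect of over 60% in size; hits raise eYFP signal because A3G escapes Vif-driven loss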
Target sequence (Q9HC16 whole entry, looked up): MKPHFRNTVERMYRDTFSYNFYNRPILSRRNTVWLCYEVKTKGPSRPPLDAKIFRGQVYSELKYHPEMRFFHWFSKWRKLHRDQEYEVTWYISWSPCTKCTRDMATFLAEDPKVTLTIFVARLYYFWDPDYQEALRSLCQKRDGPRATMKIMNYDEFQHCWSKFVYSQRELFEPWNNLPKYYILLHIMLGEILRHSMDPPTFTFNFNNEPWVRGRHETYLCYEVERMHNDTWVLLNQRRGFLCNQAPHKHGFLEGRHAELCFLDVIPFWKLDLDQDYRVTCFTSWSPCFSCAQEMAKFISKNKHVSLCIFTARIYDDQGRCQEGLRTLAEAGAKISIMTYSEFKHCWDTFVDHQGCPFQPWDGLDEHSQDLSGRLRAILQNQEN
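HeLa cells stably expressing Vif and C-terminally eYFP-tagged A3G, seeded overnight at 37 deg C, then exposed to compound by pintool overnight at 37 deg C. Rise in yellow fluorescence (Ex 488/Em 500-530, Acumen) marks blocked Vif-driven A3G degradation.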
TrxR1 substrate – rat thioredoxin reductase 1 substrate activity; AID 588456; purified TrxR1 substrate turnover, NADPH consumption readout; Potency, µM (top dose mostly 114 µM), without a hit: at the top dose activity change, negative = substrate turnover; 390,000 tested, 0.01% active; O89049; also: potency is read from the fitted curve at half-maximal effect; % is scaled to controls: 0 for no effect and ±100 for the full control effect; nearly all actives have a fitted effect of over 50% in size
Target sequence (O89049 whole entry, looked up): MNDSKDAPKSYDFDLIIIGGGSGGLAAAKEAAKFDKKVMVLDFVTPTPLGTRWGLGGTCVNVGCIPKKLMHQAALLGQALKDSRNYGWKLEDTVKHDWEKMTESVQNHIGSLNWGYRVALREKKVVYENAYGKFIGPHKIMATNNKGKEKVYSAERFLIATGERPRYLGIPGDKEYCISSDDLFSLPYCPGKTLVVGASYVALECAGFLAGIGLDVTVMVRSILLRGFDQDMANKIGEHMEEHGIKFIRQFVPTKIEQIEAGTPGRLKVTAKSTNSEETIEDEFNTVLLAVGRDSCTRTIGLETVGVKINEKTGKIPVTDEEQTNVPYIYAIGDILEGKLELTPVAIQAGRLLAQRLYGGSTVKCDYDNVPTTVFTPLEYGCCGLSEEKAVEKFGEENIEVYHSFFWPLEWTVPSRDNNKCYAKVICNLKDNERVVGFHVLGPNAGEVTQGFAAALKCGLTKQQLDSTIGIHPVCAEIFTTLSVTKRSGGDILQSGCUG
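Rat TrxR1, dispensed at 90 nM, was prereduced with 400 uM NADPH (final) for 5 min at ~22 deg C, then incubated with compound 15 min before 400 uM selenite. A first-read NADPH fluorescence drop versus no-compound background flagged substrates.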
mIDH1 inhibitor – blocks human mutant IDH1 R132H enzyme | IDH1-R132H enzyme, NADPH consumption, diaphorase/resazurin fluorescence | Potency, µM (titrated, usually from 76.6 µM), without a hit: at the highest dose activity change, negative = inhibition, hits mostly inhibitors | 390,000 tested, 0.093% active; also: potency is read from the fitted curve at half-maximal effect; % is scaled to controls: 0 for no effect and ±100 for the full control effect; nearly all actives have a fitted effect of over 65% in size
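IDH1-R132H (0.5 ug/mL) preincubated 30 min with compound, then NADPH (0.016 mM) and alpha-KG (2 mM) added; 80 min at RT, pH 7.5. Remaining NADPH coupled via diaphorase/resazurin to fluorescence (540/590 nm); concentration-response curves normalized to no-enzyme control.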
* = called active by the depositor; [ ] = dose if it differs, or a comment. Unless noted, calls follow the shape of the dose curve; as a rule, active = well fitted curve in the direction sought with a large enough effect; inconclusive = small, poorly fitted or top-dose-only effect, or another doubt; inactive = no such curve, though single readings can be large; an effect the other way counts as inactive or inconclusive. This is a subset; the hit share may differ from the screen's.

How did COc1ccc(C2=CC(c3ccc(C)cc3)n3nnnc3N2)cc1 (configuration not stated) do in these assays?
RXFP1 agonist: -1.2%; PI4K2A block: 1.0; Glioma ERSR ind: 2.9%; LDHA inh: 8.1; USP1 inh: -18.9%; Vif-APOBEC3F blk: 0.8%; Vif-A3G inh: -16.8%; TrxR1 substrate: 30.9%[activator][57.1 µM]; mIDH1 inhibitor: 1.7%

How did OC(COc1ccc2cc(Br)ccc2c1)Cn1ccnc1 (configuration not stated) do in these assays?
RXFP1 agonist: 12.2%; PI4K2A block: -5.5; Glioma ERSR ind: 1.4%; LDHA inh: 0.6; USP1 inh: -20.4%; Vif-APOBEC3F blk: -19.3%; Vif-A3G inh: -6.4%; TrxR1 substrate: 19.6%; mIDH1 inhibitor: 0.0%

Results for Cc1ccc2c(c1)cc1c(=O)n(Cc3cccc(Cl)c3)nc(C)n12 ?
RXFP1 agonist: 0.6%; PI4K2A block: 1.1; Glioma ERSR ind: 1.0%; LDHA inh: -12.8; USP1 inh: -19.6%; Vif-APOBEC3F blk: 5.9%; Vif-A3G inh: 1.9%; TrxR1 substrate: 10.2%; mIDH1 inhibitor: -5.8%

Results for CCCN1Cc2cccc(C(=O)NC(C)c3cccs3)c2C1=O (configuration not stated) ?
RXFP1 agonist: 0.1%; PI4K2A block: 4.2; Glioma ERSR ind: -0.2%; LDHA inh: -20.1; USP1 inh: -9.6%; Vif-APOBEC3F blk: -0.7%; Vif-A3G inh: 1.5%; TrxR1 substrate: 11.2%[57.1 µM]; mIDH1 inhibitor: -6.7%

Results for O=C(c1ccccc1)c1nn(-c2cccc(Cl)c2)ccc1=O ?
RXFP1 agonist: 2.0%; PI4K2A block: 12.1; Glioma ERSR ind: -1.2%; LDHA inh: -4.3; USP1 inh: -11.9%; Vif-APOBEC3F blk: 8.8%; Vif-A3G inh: 0.9%; TrxR1 substrate: 1.5%; mIDH1 inhibitor: 5.1%

What do the screens show for `CC(Oc1cc2oc(=O)c3c(c2cc1Cl)CCC3)C(=O)NCCCN1CCCC1=O` (configuration not stated)?
RXFP1 agonist: 16.9%; PI4K2A block: 5.7; Glioma ERSR ind: -5.7%; LDHA inh: -1.0; USP1 inh: -21.8%; Vif-APOBEC3F blk: 2.2%; Vif-A3G inh: 4.4%; TrxR1 substrate: 15.5%; mIDH1 inhibitor: -9.4%

Results for COc1ccc(C(=O)NN/C=C/C(=O)c2ccc(Br)cc2)cc1 ?
PI4K2A block: -2.4; Glioma ERSR ind: -1.9%; LDHA inh: -3.8; USP1 inh: -2.8%; Vif-APOBEC3F blk: -30.3%; Vif-A3G inh: -1.2%; mIDH1 inhibitor: -5.0%

What do the screens show for `COc1cccc(CNS(=O)(=O)c2cccc(S(=O)(=O)N3CCOCC3)c2)c1`?
RXFP1 agonist: 1.1%; PI4K2A block: 13.0; Glioma ERSR ind: -2.5%; LDHA inh: -5.1; USP1 inh: -11.3%; Vif-APOBEC3F blk: -8.0%; Vif-A3G inh: 3.1%; TrxR1 substrate: 2.4%[57.1 µM]; mIDH1 inhibitor: 4.1%

What do the screens show for `CCCn1c(=O)n(C)c(=O)c2c(SCC(=O)NCc3ccco3)nc(C3CC3)nc21`?
RXFP1 agonist: 6.8%; PI4K2A block: -26.9; Glioma ERSR ind: 1.4%; LDHA inh: 0.9; USP1 inh: 4.4%; Vif-APOBEC3F blk: 2.4%; Vif-A3G inh: -5.2%; TrxR1 substrate: -4.4%[11.4 µM]; mIDH1 inhibitor: -2.9%

How did CC(=O)NCC1(c2ccccc2)CCN(CCCC(=O)c2ccc(F)cc2)CC1 do in these assays?
PI4K2A block: -3.6; Glioma ERSR ind: -3.3%; LDHA inh: -6.3; USP1 inh: -24.4%; Vif-APOBEC3F blk: 2.4%; Vif-A3G inh: 0.1%; mIDH1 inhibitor: -6.6%

Results for COC(=O)c1ccccc1NC(=O)Cn1ncc2c(C)n(Cc3ccc(F)cc3)c(C)c2c1=O ?
RXFP1 agonist: -0.1%; PI4K2A block: -3.4; Glioma ERSR ind: -2.7%; LDHA inh: -3.0; USP1 inh: -7.2%; Vif-APOBEC3F blk: 0.9%; Vif-A3G inh: 5.1%; TrxR1 substrate: 20.3%; mIDH1 inhibitor: -1.6%

How did CCC1CC2CC(NC(C)=O)C1C2 (configuration not stated) do in these assays?
RXFP1 agonist: -0.2%; PI4K2A block: -4.6; Glioma ERSR ind: -4.3%; LDHA inh: -4.8; USP1 inh: -11.4%; Vif-APOBEC3F blk: 6.0%; Vif-A3G inh: -1.3%; TrxR1 substrate: -7.4%; mIDH1 inhibitor: 2.2%

How did COC(=O)C1=C(N)Oc2c(oc(CO)cc2=O)C1c1c(F)cccc1Cl (configuration not stated) do in these assays?
RXFP1 agonist: 0.6%; PI4K2A block: -0.6; Glioma ERSR ind: 2.1%; LDHA inh: -0.9; USP1 inh: -24.4%; Vif-APOBEC3F blk: inconclusive; Vif-A3G inh: -9.2%; TrxR1 substrate: 2.2%[57.1 µM]; mIDH1 inhibitor: -0.6%

How did Cc1ccccc1N1CC(C(=O)Nc2nnc(SCC(=O)Nc3nccs3)s2)CC1=O (configuration not stated) do in these assays?
RXFP1 agonist: 1.4%; PI4K2A block: -3.3; Glioma ERSR ind: -1.4%; LDHA inh: -1.9; USP1 inh: -3.3%; Vif-APOBEC3F blk: -15.2%; Vif-A3G inh: 0.9%; TrxR1 substrate: -6.8%; mIDH1 inhibitor: -3.9%

How did CC(=O)c1ccc(S(=O)(=O)N2CCN(C(C)=O)CC2)cc1 do in these assays?
RXFP1 agonist: 1.6%; PI4K2A block: -1.6; Glioma ERSR ind: -2.6%; LDHA inh: -6.4; USP1 inh: -19.7%; Vif-APOBEC3F blk: 4.1%; Vif-A3G inh: 0.9%; TrxR1 substrate: 5.1%[57.1 µM]; mIDH1 inhibitor: 0.0%

What do the screens show for `CCC/C=N/Nc1nnc(Cc2ccc(OC)c(OC)c2)c(=O)[nH]1`?
RXFP1 agonist: 4.3%; PI4K2A block: 8.8; Glioma ERSR ind: -8.5%; LDHA inh: 0.1; USP1 inh: -18.6%; Vif-APOBEC3F blk: 7.6%; Vif-A3G inh: -8.6%; TrxR1 substrate: 2.2%; mIDH1 inhibitor: -3.5%

Results for Fc1ccc(-c2nnsc2Sc2ccccn2)cc1 ?
RXFP1 agonist: -0.5%; PI4K2A block: -6.6; Glioma ERSR ind: -1.3%; LDHA inh: -10.7; USP1 inh: -8.7%; Vif-APOBEC3F blk: 0.0%; Vif-A3G inh: -0.5%; TrxR1 substrate: 7.3%; mIDH1 inhibitor: -0.2%

How did COc1ccc(OC)c2c1sc(=NC(=O)C(C)(C)C)n2C do in these assays?
RXFP1 agonist: 4.0%; PI4K2A block: -1.7; Glioma ERSR ind: -3.3%; LDHA inh: -3.4; USP1 inh: -8.7%; Vif-APOBEC3F blk: 1.0%; Vif-A3G inh: 1.7%; TrxR1 substrate: 2.5%[57.1 µM]; mIDH1 inhibitor: -3.2%

What do the screens show for `COc1ccc(C2N3CC4(C)CN2CC(C)(C3)C4O)cc1OC` (configuration not stated)?
RXFP1 agonist: -3.3%; PI4K2A block: 13.4; Glioma ERSR ind: -1.7%; LDHA inh: -3.1; USP1 inh: -3.0%; Vif-APOBEC3F blk: 3.9%; Vif-A3G inh: 5.0%; TrxR1 substrate: 2.5%[57.1 µM]; mIDH1 inhibitor: 2.7%

How did O=C(NC(c1ccccc1)c1ccccc1)C1CCCC1 do in these assays?
RXFP1 agonist: -1.4%; PI4K2A block: 1.7; Glioma ERSR ind: -3.7%; LDHA inh: -5.3; USP1 inh: -6.8%; Vif-APOBEC3F blk: -0.6%; Vif-A3G inh: -4.2%; TrxR1 substrate: -10.6%; mIDH1 inhibitor: 0.6%

What do the screens show for `CCOc1ccc(-c2n[nH]c(=S)n2Cc2ccccc2)cc1`?
RXFP1 agonist: 2.1%; PI4K2A block: 4.6; Glioma ERSR ind: -1.2%; LDHA inh: -6.8; USP1 inh: -7.2%; Vif-APOBEC3F blk: -0.2%; Vif-A3G inh: -1.7%; TrxR1 substrate: -0.2%; mIDH1 inhibitor: 1.9%

What do the screens show for `Oc1ccc(C[C@H]2CNCCN2CCCCC2CCCCC2)cc1`?
RXFP1 agonist: -1.6%; PI4K2A block: -2.8; Glioma ERSR ind: -11.0%; LDHA inh: -2.5; USP1 inh: inconclusive; Vif-APOBEC3F blk: 0.8%; Vif-A3G inh: -12.4%; TrxR1 substrate: -8.0%; mIDH1 inhibitor: 11.0%

What do the screens show for `NC(=O)CC(NC(=S)NCc1ccccc1)C(=O)O` (configuration not stated)?
RXFP1 agonist: 0.5%; PI4K2A block: -0.9; Glioma ERSR ind: -2.9%; LDHA inh: 1.9; USP1 inh: -10.6%; Vif-A3G inh: 1.2%; TrxR1 substrate: -4.8%; mIDH1 inhibitor: -0.2%
